SR-BI HDL uptake = inhibitors of SR-BI mediated HDL lipid uptake, primary screen, ldlA[mSR-BI] cells, fluorescence, single point; Scavenger receptor class B member 1 (Mus musculus), Q61009; ldlA[mSR-BI] CHO cells, DiI-HDL uptake fluorescence, 3 h; inhibition, % at 12.5 µM; hit rate 0.96% among 320,000; AID 488896, 2010;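 active means mean replicate inhibition of at least 70% and a set share of replicates each scoring 70 or more; inconclusive means meets just one of the two criteria; inactive means fails both criteria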;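 further: 0% = median of neutral control wells and 100% = median of positive control wells; values of inactives mirror those of a sister screen read the other way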
CDK5 p35 inh = inhibitors of human CDK5/p35 kinase, primary screen, biochemical, single concentration | inhibition, % at 10 µM | Cyclin-dependent kinase 5 (Homo sapiens) + Cyclin-dependent kinase 5 activator 1 (Homo … | Recombinant CDK5/p35, ADP-Glo luminescence, 60 min | hit rate 0.01% among 330,000;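 active means highest replicate inhibition of at least 50% and at least 75% of replicates reaching 50%; inconclusive means only one of the two criteria met; inactive means both criteria failed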;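 further: plate controls were DMSO neutral control for no effect and GW8510 at 10 µM for full effect; many of its hits are not listed in these tables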
Wnt act = Wnt/beta-catenin pathway activators, primary screen, cell-based, plate reader, single point. Wnt/beta-catenin reporter cell assay, activator. activation, % at 9.35 µM. hit rate 1.2% among 300,000. AID 743398, 2014; in the data active means activation above about 30%, passing the limit was not always enough; inconclusive means no clear call, values can overlap the other calls;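 further: 0% = neutral control wells and 100% = positive control wells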
MITF TRPM1 HTS = activators of MITF-driven TRPM1 promoter reporter, primary screen, cell-based, SK-MEL-5, luciferase, single point; SK-MEL-5 TRPM1-promoter luciferase, 24 h; % of positive control, neutral wells = 0; activation, % at 12.5 µM; hit rate 0.75% among 300,000;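 active means mean activation of at least 80% with every replicate also reaching 80%; inconclusive means mean reaches 80% but some replicate falls short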;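 further: 0% = neutral control wells and 100% = parthenolide positive control wells; values of inactives mirror those of a sister screen read the other way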
PvdQ acylase = P. aeruginosa PvdQ acylase inhibitors, primary screen, biochemical, fluorescence, plate reader and imaging, single point; inhibition, % at 10 µM; AID 488965, 2010; purified PvdQ acylase; hit rate 0.063% among 340,000; PvdQ acylase [Pseudomonas aeruginosa LESB58]; in the data active means inhibition above about 30%, passing the limit was not always enough; inconclusive means no clear call, values can overlap the other calls;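 further: 0% = vehicle neutral wells and 100% = reference inhibitor wells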
cardiac RTF act = cardiac RTF calcium sensitivity activators, primary screen, biochemical, IANBD-TnC fluorescence, EC20 calcium. Troponin I, cardiac muscle (Homo sapiens) + Troponin T, cardiac muscle (Homo sapiens) + …. AID 493008, 2010. IANBD-labeled TnC RTF fluorescence at EC20 calcium; 0% EC20 calcium, 100% full calcium. activation, % at 7.2 µM. hit rate 0.24% among 340,000;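 active means activation above the mean over all tested compounds plus 3 SD, cut at about 30% in these data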;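 further: rise in fluorescence read as greater calcium sensitivity of cardiac thin filaments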
SR-BI DiI-HDL act = activators of SR-BI mediated DiI-HDL uptake, primary screen, ldlA[mSR-BI] CHO cells, DiI fluorescence. hit rate 0.096% among 320,000. 3 h; 100 = double the neutral-control signal. activation, % at 12.5 µM;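 active means mean replicate activation of at least 60% and every replicate at or above 60%; inconclusive means mean or all-replicate condition met, but not both; inactive means mean below 60% and not all replicates reaching 60%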;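 further: 0% = median plate neutral-control signal and 100% = twice that signal; values of inactives mirror those of a sister screen read the other way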
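Material: SR-BI-overexpressing, LDLR-lacking CHO cells | Dosing: Single compound concentration, delivered by pin transfer | Probe or stimulus: Labelled HDL, 10 µg/mL | Signal: Bottom-read cell fluorescence after medium removal, ex 550/em 595 nm | Schedule: 3 h, 37 °C | Evaluation: HDL uptake via cellular fluorescence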
dFosB act = activators of delta FosB homodimer, primary screen, biochemical, fluorescence polarization, TAMRA-CDK5 oligo, single point | AID 493131, 2011 | activation, % at 25 µM | purified delta FosB; percent of positive-control signal above neutral wells | hit rate 0.99% among 340,000 | Protein FosB (Mus musculus), P13346;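 active means mean activation above about 17%, with every replicate also reaching it, limit read from the data, passing the limit was not always enough; inconclusive means only one of the two conditions met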;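 further: fluorescence polarization rise as delta FosB binds a TAMRA Cdk5 AP-1 oligo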
HTR5A ag ctr = HTR5A agonists in luminescence cell assay, primary screen, counter-screen for OPRM1-OPRD1 heterodimer agonist project, full-deck HTS | hit rate 0.61% among 340,000 | cell-based | 5-hydroxytryptamine receptor 5A (Homo sapiens), P47898 | activation, % at 9.3 µM; in the data active means activation mostly above about 9.5%, no sharp cut-off; inactive means mostly below about 7.6%;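 further: 0% = cells with vehicle only and 100% = reference agonist; strong numbers were not always called active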
Rtt109 HAT inh = inhibitors of C. albicans Rtt109/Vps75 HAT, primary screen, biochemical, ThioGlo CoA-SH fluorescence, plate reader | Histone acetyltransferase RTT109 (Candida albicans (strain SC5314 / ATCC MYA-2876)), … | purified Rtt109/Vps75, 4 h | inhibition, % at 34.9 µM | hit rate 0.16% among 330,000 | AID 540336, 2011;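 active means inhibition of at least 50% in every replicate; inconclusive means best replicate reaches 50% inhibition but some replicates fall short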
The depositor's hits bear a star; ? = inconclusive; / = not tested or not shown.

No.	Molecule	SR-BI HDL uptake	CDK5 p35 inh	Wnt act	MITF TRPM1 HTS	PvdQ acylase	cardiac RTF act	SR-BI DiI-HDL act	dFosB act	HTR5A ag ctr	Rtt109 HAT inh
1	CC(C)C(C(=O)N1CCN(Cc2ccccc2)CC1)c1ccccc1 (configuration not stated)	6	-0.5	-1	/	-15	-3	-6	-12	-3	0
2	CC(=O)Nc1ccc(S(=O)(=O)N(C)CC(=O)OC(C)C(=O)N(C)Cc2ccccc2)cc1 (configuration not stated)	-7	0.8	-3	9	-20	7	7	-1	5	7
3	O=C(O)/C=C/C(=O)Nc1nccs1	10	8.0	-2	3	5	0	-10	0	6	-11
4	c1ccc2cc(OCCOCCOc3ccc4ccccc4c3)ccc2c1	0	0.7	2	2	11	4	0	-1	5	23
5	c1ccc(Nc2ncnc3sccc23)cc1	12	2.8	2	10	0	-5	-12	1	7	7
6	O=C(c1c(F)c(F)c(F)c(F)c1F)N(Cc1ccccc1)Cc1ccccc1	-13	-0.6	4	-7	-16	3	13	-7	2	4
7	Cc1scc(C(=O)O)c1-c1c(C(=O)O)csc1C	-48	0.5	-2	2	-9	-1	48	4	-2	-6
8	Cc1oc(-c2ccc(Cl)cc2)nc1CN1CCCC(C(=O)N2CCOCC2)C1 (configuration not stated)	-1	0.0	0	-16	-9	3	1	-2	-2	-18
9	Cc1cc(-c2c(C)[nH]n(-c3ccc(Cl)cc3)c2=O)n[nH]1	27	-0.7	-2	/	8	6	-27	1	1	19
10	O=C(CNc1cccc2ccccc12)N/N=C/C=C/c1ccco1	-5	-2.0	9	-13	-10	1	5	2	3	21
11	COC(=O)CSc1nnc(-c2ccncc2)o1	7	1.2	3	-10	-27	3	-7	-8	-2	0
12	COc1ccc(C(c2nnnn2Cc2ccccc2)N2CCN(c3ccccc3)CC2)cc1 (configuration not stated)	-1	-1.3	/	-4	-14	2	1	-5	-3	6
13	CCN1CCSc2ccc(C(=O)NCc3ccccc3Br)cc21	54	-0.4	-9	/	6	1	-54	-14	-2	-3
14	O=C(NCCc1ccco1)c1ccc(OCc2cn3ccccc3n2)cc1	2	1.0	0	27	-18	0	-2	-2	-4	-3
15	CC(C)(C)OC(=O)N(CCc1ccccc1)Cc1cccc(OCc2cccc(NC(=O)c3ccccc3)c2)c1	10	1.0	-4	-9	25	-7	-10	-8	-1	4
16	COc1ccc(-c2coc3cc4oc(=O)cc(C)c4cc23)cc1F	55	0.2	/	-15	-5	-2	-55	-1	-1	10
17	CC1=NN(C(=O)c2ccc(Cn3nc(C)c([N+](=O)[O-])c3C)o2)C(O)(C(F)(F)F)C1 (configuration not stated)	-3	-0.7	8	-1	6	-3	3	-1	3	-5
18	CCOc1ccc(CCNC(=O)CS(=O)Cc2nc(-c3ccc(C)cc3)oc2C)cc1OCC (configuration not stated)	68	-0.2	0	-22	-3	0	-68	-7	0	9
19	O=C(/C=C/c1ccccc1)NCCc1ccc2c(c1)OCCO2	-13	-0.5	-3	12	-3	-1	13	-1	-2	2
20	Cc1ccc(Sc2cc(C)nc(-c3ccccn3)n2)cc1	-7	-0.3	33*	/	-14	3	7	-17	1	-2
21	CC(NC(=O)c1ccccc1Cl)C1CC2CCC1C2 (configuration not stated)	-15	-0.6	-3	11	-1	-2	15	1	3	13
22	Cc1ccc(-n2nc3ccc(NC(=O)c4ccc5c(c4)OCO5)cc3n2)cc1	7	0.3	/	6	7	1	-7	7	2	1
23	N#Cc1ccc(OCC(=O)NCCN2CCOCC2)cc1	-10	0.1	-4	-2	-17	-2	10	-2	-6	-1
24	NC(=O)[C@H]1CC2(CC(c3cccc(NC(=O)[C@H]4CCC(=O)N4)c3)=NO2)CN1C(=O)c1ccccc1 (some centres not stated)	-18	1.1	2	-4	-8	-5	18	1	1	7
25	COc1ccccc1NC(=O)COc1ccc(/C=N/NS(=O)(=O)c2ccc(C)cc2)cc1	23	0.2	-1	-4	-3	10	-23	-2	4	8

Additional compounds follow.
No.	Molecule	SR-BI HDL uptake	CDK5 p35 inh	Wnt act	MITF TRPM1 HTS	PvdQ acylase	cardiac RTF act	SR-BI DiI-HDL act	dFosB act	HTR5A ag ctr	Rtt109 HAT inh
26	Cc1ccc(C=NCc2ccncc2)c(O)c1	1	0.0	2	-3	-4	5	-1	-4	2	3
27	Cn1c(=O)c(C(=O)N2CCc3ccccc32)cc2cccnc21	20	-2.3	4	3	-6	-3	-20	0	0	2
28	O=C1CCCC(O)=C1N=Nc1c(Cl)cc(Cl)cc1Cl	67	0.5	/	-17	-8	3	-67	0	1	6
29	CCCC(=O)Nc1cccc(-c2cn3cccnc3n2)c1	21	-0.3	3	18	-21	1	-21	-1	4	4
30	CCC(=O)N/C(=N/c1nc(C)cc(C)n1)Nc1ccc(OC)cc1	-6	0.2	-1	3	-3	7	6	-1	5	-9
31	COc1ccc(N/C(=C/[N+](=O)[O-])SC)cc1	-17	-2.3	-2	8	13	-3	17	2	0	3
32	COc1ccc(C2CC(=O)c3cnc(NC(=O)c4ccccc4OC)nc3C2)c(OC)c1 (configuration not stated)	27	1.7	/	-31	1	-6	-27	2	-3	0
33	Cc1nn(-c2ccccc2)c2[nH]c(=O)c(CNCC3CCCO3)cc12 (configuration not stated)	-20	1.2	0	-4	-1	0	20	2	1	-9
34	O=C(N/C(C(=O)N1CCOCC1)=C(\Sc1ncccn1)c1ccccc1)c1ccccc1	-62	-0.6	-1	9	8	-1	?	2	-1	12
35	COc1ccc(N=CC2CCCCC2=O)c([N+](=O)[O-])c1 (configuration not stated)	-1	-1.1	0	51	-5	5	1	-2	0	-3
36	COc1cc2[nH]cc(C(=O)NCCc3ccccc3)c(=O)c2cc1OC	18	0.4	/	7	2	0	-18	-43	0	0
37	O=C1CC(c2cccs2)Cc2nc(NCC3CCCO3)ncc21 (configuration not stated)	7	-0.1	-7	16	2	-8	-7	-1	-2	-2
38	O=C(NCc1ccccc1)c1cccc(COc2cccc(Cl)c2)c1	18	0.1	9	29	-3	0	-18	-3	2	7
39	O=C(OCc1csc(-c2ccccc2)n1)c1ccc(O)cc1	14	0.6	1	98*	7	1	-14	-7	-3	6
40	COc1ccc(-c2nc3c4ccccc4ccn3c2CN2CCCCC2)cc1	48	-0.2	0	-17	-13	1	-48	-6	-2	2
41	O=C(c1cc(COc2ccc3ncccc3c2)on1)N1CCCC1	-20	-0.4	1	-14	8	-1	20	-5	4	3
42	COc1ccc(N(CC(=O)NCc2ccc(C)cc2)S(=O)(=O)c2ccccc2[N+](=O)[O-])c(OC)c1	40	1.1	-10	-7	-8	2	-40	-14	2	2
43	CCn1ccc(C(=O)NC2C(=O)N3C(C(=O)O)=C(C)CSC23)n1 (configuration not stated)	/	1.5	-1	1	-11	2	/	-10	-4	-4
44	Cc1ccc(S(C)(=O)=O)cc1S(=O)(=O)Nc1ccccc1	-20	-0.6	/	-10	-1	3	20	-3	3	-9
45	O=C1/C(=C/c2ccccn2)SC(=S)N1Nc1ncc(C(F)(F)F)cc1Cl	13	1.4	-2	-7	-13	2	-13	-14	3	-2
46	CN(C)CCCn1c(SCC(=O)Nc2nccs2)nnc1-c1ccncc1	26	0.6	0	-4	7	1	-26	-4	7	-5
47	CC1CN(C(=O)COC(=O)c2cc(Cl)ccc2Cl)CC(C)O1 (configuration not stated)	59	-1.8	-1	-9	0	4	-59	-13	1	7
48	Cc1nc2cc(C(F)(F)F)ccc2n1C	-8	-1.5	-2	-1	-10	-1	8	-7	-1	7
49	Cc1ccccc1N(CC(=O)N/N=C/c1ccccc1Cl)C(=O)c1ccccc1	-5	/	-3	-3	9	-5	5	-2	0	-2
50	COc1ccc(NC(=S)NNC(=O)COc2ccc(Cl)cc2Cl)cc1	17	5.4	/	-5	13	-2	-17	1	-1	-1

Additional structures follow.
No.	Molecule	SR-BI HDL uptake	CDK5 p35 inh	Wnt act	MITF TRPM1 HTS	PvdQ acylase	cardiac RTF act	SR-BI DiI-HDL act	dFosB act	HTR5A ag ctr	Rtt109 HAT inh
51	COc1ccccc1NS(=O)(=O)c1cccc(C(=O)NN=C2CCCCCC2)c1	-1	-0.7	/	-13	3	-3	1	0	6	-4
52	COc1cccc(NC(=O)N(Cc2ccco2)C(C)c2cccs2)c1 (configuration not stated)	9	11	/	5	8	3	-9	-1	-3	-6
53	CC1CC(=O)N(c2ccc(NCCc3ccccc3)c([N+](=O)[O-])c2)C1=O (configuration not stated)	26	-0.1	-1	2	-7	5	-26	-6	3	-5
54	CNc1nc(-c2ccccc2)nc(-c2ccc(OC)cc2)c1C#N	22	-0.2	0	1	-10	0	-22	6	-3	0
55	O=C(CSc1nc2ccccc2c(=O)[nH]1)Nc1ccc(N2CCOCC2)cc1	-8	1.3	0	-2	-3	7	8	3	-2	0
56	O=C(NCC(F)(F)F)c1ccc(S(=O)(=O)N2CCN(C(=O)C3CCCO3)CC2)cc1 (configuration not stated)	-7	-0.3	-2	4	-11	4	7	1	1	-6
57	N#Cc1c(-c2cccc(Br)c2)cc(-c2ccco2)[nH]c1=O	-5	-4.6	-2	-12	-5	13	5	-13	1	0
58	C[C@H](NC(=O)Cc1cccc2ccccc12)C(=O)NCc1ccccc1	-15	-3.6	1	-4	-16	9	15	-1	6	/
59	CC(C)CC(=O)Nc1ccc(-c2nc3ccccc3c(=O)[nH]2)cc1	9	0.5	21	17	-5	0	-9	-3	-2	11
60	Cc1onc(-c2ccccc2)c1C(=O)Nc1ccnn1C1CCCCC1	5	-0.7	-5	2	2	1	/	5	9	0
61	O=C(NCc1nnc(SCC(=O)N2CCOCC2)o1)c1c(F)cccc1Cl	1	-0.3	/	6	-13	-9	-1	-1	-2	/
62	Nc1nc2n(n1)C(c1cccs1)CC(c1ccc(Br)cc1)N2 (configuration not stated)	/	-0.4	/	/	-10	-1	/	-19	-1	-8
63	CCN(CC(=O)Nc1cccc(C(C)=O)c1)S(=O)(=O)c1ccc(OC)cc1	2	-0.8	/	-1	-13	-6	-2	-2	-2	3
64	O=C(NC1CC1)c1cc2c(F)cccc2s1	1	-0.9	13	4	20	1	-1	-7	-3	15
65	O=C(NCCc1ccccc1)NC(Cc1ccccc1)C(=O)O (configuration not stated)	-7	-0.2	4	15	25	1	7	-2	0	1

Bioassay records as filed in PubChem BioAssay.
